# TROY signal inh: blocks TROY-dependent signaling in reporter cells. Q293 LMP1-TROYcd NF-kB luciferase reporter, 4 h. inhibition, % at 10 µM. 0.98% of 360,000 active;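 active = compounds whose plate-normalised and pattern-corrected inhibition of the luciferase reporter signal at the single screening dose is 50% or more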
# TWEAK-Fn14 inh: inhibitors of TWEAK-Fn14 interaction signaling. TWEAK-stimulated Fn14 reporter cells, luciferase luminescence, 8 h. AID 1159606. inhibition, % at 10 µM. 2% of 360,000 active; in the data active = inhibition above about 50%
# KKLEB tox: reduces viability of KKLEB cystic fibrosis airway cells | KKLEB CF airway cells viability, ATPlite luminescence, overnight; active compounds read low; cells stimulated with P. aeruginosa culture filtrate | activity change (cytotoxicity), % at 5 µM | 0.36% of 360,000 active | AID 602141;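 active = corrected activity change at or below -50% at 5 µM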
# CF NFkB inh: inhibitors of cystic fibrosis induced NF-kB; inhibition, % at 5 µM; AID 588850; KKLEB NF-kB-GFP reporter, PAF-induced, GFP fluorescence overnight; 0.86% of 360,000 active;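 active = at least 50% inhibition at 5 µM, scaled per plate between neutral and stimulator controls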;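 note: PAF is a Pseudomonas aeruginosa culture filtrate used as stimulus; plate controls were PAF-stimulated DMSO wells for no effect and unstimulated DMSO wells for full effect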
# TRPM1 prom inh: MITF TRPM1 promoter inhibition in SK-MEL-5 cells; SK-MEL-5 TRPM1 promoter luciferase, 24 h; inhibition, % at 12.5 µM; 0.83% of 330,000 active; AID 488899;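 active = mean inhibition across replicates of 60% or more, whatever share of single replicates reaches that level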; note: values of inactives mirror those of a sister screen read the other way
# HIF-2a inh: inhibitors of HIF-2a | 786-0 RCC cells HIF-2a reporter, luciferase luminescence, overnight | inhibition, % at 18.8 µM | 0.72% of 360,000 active;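 active = inhibition of the luminescence signal of 40% or more relative to plate controls, in a single-dose primary screen at 18.75 µM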
# Shn3 3UTR inh: Schnurri-3 reporter inhibition in Clone20 osteoblasts. 0.52% of 360,000 active. Clone20 osteoblast Shn3 3'UTR firefly luciferase, 24 h. inhibition, % at 12.5 µM;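 active = mean inhibition of at least 75% with every replicate also reaching 75%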;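 note: 0% = median of neutral control wells and 100% = pilot-screen positive control compound; some compounds past the cut are filed as inactive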
# NR2E3 ag-1: activates human NR2E3 receptor; inhibition of corepressor binding, % at 3.98 µM; Q9Y5X4; AID 602229; 0.35% of 360,000 active; CHO-S Gal4-NCOR/VP16-NR2E3 two-hybrid, luciferase;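 active = inhibition above the mean of all tested compounds plus 3 SD, cut at about 70% in these data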;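 note: 0% = DMSO with NR2E3 transfected cells and 100% = cells lacking NR2E3 construct; higher means lower luciferase signal from less NR2E3 corepressor binding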
# Target sequence (Q9Y5X4 whole entry, looked up, the tested form may be a part): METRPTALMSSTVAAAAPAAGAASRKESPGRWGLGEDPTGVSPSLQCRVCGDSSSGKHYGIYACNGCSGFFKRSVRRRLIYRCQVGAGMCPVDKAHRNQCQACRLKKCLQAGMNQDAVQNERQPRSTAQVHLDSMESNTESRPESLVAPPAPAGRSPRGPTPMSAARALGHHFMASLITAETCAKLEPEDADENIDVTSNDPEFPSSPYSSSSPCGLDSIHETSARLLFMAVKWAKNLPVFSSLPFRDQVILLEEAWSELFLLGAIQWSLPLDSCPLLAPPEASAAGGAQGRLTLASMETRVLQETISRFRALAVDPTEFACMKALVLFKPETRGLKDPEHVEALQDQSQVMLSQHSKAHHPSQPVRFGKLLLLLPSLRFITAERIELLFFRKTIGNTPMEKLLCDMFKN
# TRAIL sens C8: sensitizes caspase-8 expressing cells to TRAIL; NB7+C8 cells + TRAIL, ATPlite viability luminescence; inhibition (viability loss, TRAIL sensitization), % at 10 µM; 1% of 360,000 active;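 active = compounds causing at least 50% loss of cell viability in the single-dose screen, relative to plate controls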
# NR2E3 ag-2: agonists of human nuclear receptor NR2E3; Q9Y5X4; GST-NR2E3/biotin-RetCOR TR-FRET, 1536-well; inhibition of corepressor binding, % at 4.78 µM; 0.12% of 320,000 active; AID 2300;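 active = percent inhibition above the cutoff of mean plus 3 SD of all tested compounds, set per screening campaign, cut at about 20% in these data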;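 note: 0% = DMSO wells and 100% = biotin wells as full block of FRET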
#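 System: GST-tagged NR2E3 plus biotinylated RetCOR corepressor; Amount: 1.35 nM GST-tagged NR2E3 final; Dosing: single nominal compound dose of 4.8 µM; Schedule: 5 h incubation at 4 °C; Technique: TR-FRET with europium anti-GST and streptavidin-D2, 340 nm excitation; Controls: biotin wells as high control, 0.6% DMSO wells as low control.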
# Peg3 prom inh: Peg3 promoter activity inhibition | HeLa PEG-Prom luciferase reporter, luminescence, overnight | inhibition, % at 20 µM | 1.7% of 360,000 active | AID 588405;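 active = inhibition of at least 50% at 20 µM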
# * hit, by the source's call; x = not tested or not shown. The list is partial (hit frequency here may not be typical).
SMILES,TROY signal inh,TWEAK-Fn14 inh,KKLEB tox,CF NFkB inh,TRPM1 prom inh,HIF-2a inh,Shn3 3UTR inh,NR2E3 ag-1,TRAIL sens C8,NR2E3 ag-2,Peg3 prom inh
O=C(COc1ccc(Cl)c(Cl)c1)NC1CCS(=O)(=O)C1 (stereo not given),-6,-4,10,-7,-6,10,-7,11,-7,1,4
COc1ccc(S(=O)(=O)N(C)CC(=O)Nc2c(F)cccc2F)cc1,9,20,-2,5,-3,1,4,2,7,1,2
CCn1cc(C(=O)O)c(=O)c2cnc(N3CCN(C(=S)Nc4ccccc4C(F)(F)F)CC3)nc21,17,-7,-2,5,6,15,18,6,-9,0,16
Cn1c(=O)[nH]c(=O)c2c1nc(N(CCO)Cc1ccccc1)n2Cc1ccccc1Cl,4,-18,-20,-4,4,18,3,-12,-20,1,9
CN1CCC(N2CCN(c3cccc(C(F)(F)F)c3)CC2)CC1,-5,12,6,4,-18,-6,-3,-21,4,0,-1
COc1ccc(NC(=O)CN(C)C(=O)CSc2nc3ccccc3s2)cc1,-23,-11,16,-28,0,-17,-3,-15,-21,1,-19
Cc1ccccc1CC(=O)N1CCOCC1,4,9,8,-8,9,19,8,-40,6,0,-14
CC1CCN(Cc2nnnn2-c2cccc([N+](=O)[O-])c2)CC1,9,5,6,-5,22,11,-20,0,-3,5,16
COc1ccccc1N1CCN(C2CCN(C(=O)c3ccc(F)cc3)CC2)CC1,8,6,4,-6,-1,13,-19,-17,-5,0,16
COc1cccc(/C=C2\C(=O)N(c3cccc(C)c3)C(=O)c3ccccc32)c1,-6,14,15,1,10,20,13,-8,-5,2,0
Cc1c(NS(=O)(=O)c2cccc(C(=O)Nc3ccc(SC(F)F)cc3)c2)c(=O)n(-c2ccccc2)n1C,11,23,4,-14,9,-6,17,-4,6,x,35
CCc1ccc(NC(=O)c2onc(C)c2Cl)cc1,-48,14,4,-13,-45,-198,-97,-120,38,1,-262
C/C(Cn1nnc([N+](=O)[O-])n1)=N\NC(=O)c1ccc(C)cc1,-56,-2,-14,11,20,2,-41,-67,27,-1,-24
CCOC(=O)Cn1nc(C)c2ccccc2c1=O,13,-5,-4,11,-10,5,-4,-2,0,-2,0
CCOc1c2ccc(C(=O)NCc3ccc(C)cc3)cc2nn1CC,-2,-29,13,-13,-7,-3,-52,5,-1,5,-12
Cc1cc(-c2cc(-c3ccccc3)on2)nc(NC2CCCC2)n1,-2,-14,-7,35,-15,-39,-1,-27,8,3,-22
CC(C)OC(=O)NCN1C(=O)C2C3C=CC(C3)C2C1=O (stereo not given),11,28,-15,5,-2,21,-10,-5,-10,0,9
CN(NS(=O)(=O)c1cccs1)c1ncc(C(F)(F)F)cc1Cl,-6,4,4,-4,-2,0,17,-25,14,-1,24
CC(C)n1cnc2c(=S)nc[nH]c21,14,-3,1,-14,-10,5,-2,0,12,0,18
Cc1cccc(NC(=O)c2nc[nH]c2C(=O)Nc2cccc(C)c2)c1,-29,-3,-7,-6,-7,-4,4,-32,-7,-2,4

# Copied from the list:
# Cc1c(NS(=O)(=O)c2cccc(C(=O)Nc3ccc(SC(F)F)cc3)c2)c(=O)n(-c2ccccc2)n1C – TROY signal inh = 11
# Cc1cc(-c2cc(-c3ccccc3)on2)nc(NC2CCCC2)n1 – TWEAK-Fn14 inh = -14
# CN(NS(=O)(=O)c1cccs1)c1ncc(C(F)(F)F)cc1Cl – TRPM1 prom inh = -2

# Next part.
SMILES,TROY signal inh,TWEAK-Fn14 inh,KKLEB tox,CF NFkB inh,TRPM1 prom inh,HIF-2a inh,Shn3 3UTR inh,NR2E3 ag-1,TRAIL sens C8,NR2E3 ag-2,Peg3 prom inh
CCN1C(=O)[C@@H]2[C@@H](c3ccc(-c4ccc(Cl)c(Cl)c4)c(OC)c3)N3CCCC[C@@]3(C(=O)OC)[C@@H]2C1=O,-3,6,0,28,8,26,-2,4,-11,3,17
COc1ccc([C@H]2N[C@]3(CCCN(Cc4cccn4C)C3=O)[C@H]3C(=O)N(C)C(=O)[C@@H]23)cc1,-7,17,4,-12,x,-12,-3,4,7,x,9
COCCNC(=S)N1CCN(c2nc(-c3ccc(F)cc3)cs2)CC1,0,3,0,12,4,-24,27,4,2,1,0
Cc1cc(C)nc(NS(=O)(=O)c2ccc(NC(=S)NC(=O)C(C)(C)C)cc2)n1,10,-3,11,6,18,2,-5,-15,11,5,2
O=C1[C@@H]2[C@H](C(=O)N1n1cnnc1)[C@H]1C=C[C@@H]2C1,x,12,8,-21,4,4,0,-3,-9,3,11
COc1ccc(C2C(C(=O)OC(C)C)=C(C)N=c3s/c(=C\c4cccs4)c(=O)n32)cc1 (stereo not given),-5,2,-2,11,11,13,10,-16,17,0,23
O=C(Cc1cccs1)N1CCN(S(=O)(=O)c2cc(Cl)ccc2Cl)CC1,2,-1,-18,12,2,9,1,1,17,4,9
CCCOC(=O)c1ccc(NC(=O)CCC(=O)OCC)cc1,-5,2,8,-2,-31,-72,-36,-4,-15,-2,-60
O=C(CNC(c1ccccc1)c1ccccc1)Nc1ccccc1F,-4,17,2,-9,-7,-2,-2,31,-1,0,10
O=S(=O)(c1ccccc1)N1CCN=C1SCc1cccc(Cl)c1,7,-14,-15,22,11,31,19,-15,-10,-1,14
Cc1ccc(Cn2c(C3CCCN3c3nc(-c4ccc(F)cc4)cs3)nc3cc(Cl)c(Cl)cc32)cc1 (stereo not given),20,17,-6,-14,10,1,5,3,21,-3,10
Cc1c(N(C)CS(=O)(=O)O)c(=O)n(-c2ccccc2)n1C,3,-13,6,-13,11,-5,10,-9,6,2,1
CN(C)C(CNC(=O)CCNS(=O)(=O)c1ccccc1C(F)(F)F)c1ccccc1 (stereo not given),-6,2,6,-13,-4,4,18,-7,8,0,0
Cc1ccc(S(=O)(=O)NN=Cc2ccco2)cc1,-7,-10,11,1,x,4,-5,-18,-3,x,6
Cc1cc(C)cc(N(CCC#N)C(=O)CSc2nc3ccccc3c(=O)[nH]2)c1,6,-42,-5,-4,-8,21,-10,-20,1,x,28
O=C1C(=O)N(c2ccccn2)C(c2cccc([N+](=O)[O-])c2)/C1=C(/O)c1ccc(Br)cc1 (stereo not given),-6,-14,-2,-2,-13,17,-1,6,-8,2,-2
O=C(Nc1ccc(Cl)c(C(F)(F)F)c1)c1ccncc1,7,13,-6,-45,0,-18,11,3,9,-2,-25
Cc1nn(-c2ccccc2)c(N)c1C1(O)C(=O)N(C(C)C)c2ccccc21 (stereo not given),6,-19,-13,17,2,19,10,-10,-6,3,-1
Cc1c(C(=O)c2ccc(N(C)C)cc2)c2ccccn2c1CCC#N,16,1,2,2,-7,-25,13,-6,2,3,-15
COc1ccc(N2C(=O)CN=C2Nc2cccc(C)c2C)cc1OC,-12,2,3,4,7,0,-3,11,0,0,11
COc1cccc(-c2cnc3c(NC=O)cc(-c4cc(C)c(O)c(C)c4)cn23)c1,-7,-10,-7,4,x,-39,-7,-20,0,x,14
CCOC(=O)c1cnc2c(C(=O)OC)cccc2c1NCc1cccnc1,-5,-33,-9,-12,11,14,6,-13,-3,1,19
COc1ccc(/C=C/C(=O)OCC(=O)N2c3ccccc3CC2C)cc1 (stereo not given),9,7,-10,16,x,9,5,-10,-18,x,-5
CN(C)c1ccc(/C=N/NC(=O)CNC(=O)c2ccncc2)cc1,-23,11,17,-25,-1,1,15,10,12,-4,24
CN(Cc1ccccc1)S(=O)(=O)c1ccc(Cl)c(C(=O)NCCCN2CCCC2=O)c1,-5,11,7,1,37,11,1,2,-10,x,15
O=C(c1ccccc1)N1CCN(C(=O)c2ccccc2)C1c1ccccc1,11,2,3,-2,-4,11,-4,-1,2,-1,13
O=C1CCCc2c1nc(-c1ccc(F)cc1)n2O,12,8,8,-10,1,15,8,19,6,2,21
Cc1nc2ccccc2n1/N=C/c1cccnc1,19,-3,-1,-2,11,10,2,-1,15,1,3
CC1(c2ccco2)NC(=O)NC1=O (stereo not given),0,-1,5,-22,5,10,-2,-17,-4,1,4
COc1ccc(-c2noc(CSc3nc(-c4ccccc4)cc(=O)[nH]3)n2)cc1,7,-21,-20,12,8,-33,-7,-19,-1,-1,-19
CCOC(=O)C1CCN(Cc2ccc(F)cc2F)CC1,-19,13,-3,-138,-2,8,-4,-17,27,-2,-5
CC(=O)Nc1ccc(NC(=O)CN(C)S(=O)(=O)c2ccc3nc(C)sc3c2)cc1,2,0,-7,-12,1,9,0,-12,-9,1,15
CCN(CC)C(=O)CSc1nnc(-c2ccc(F)cc2)n1N,20,0,2,13,1,-14,-26,-30,-11,5,-15

# Compounds from the list above containing a Cl atom:
SMILES,TROY signal inh,TWEAK-Fn14 inh,KKLEB tox,CF NFkB inh,TRPM1 prom inh,HIF-2a inh,Shn3 3UTR inh,NR2E3 ag-1,TRAIL sens C8,NR2E3 ag-2,Peg3 prom inh
O=C(COc1ccc(Cl)c(Cl)c1)NC1CCS(=O)(=O)C1 (stereo not given),-6,-4,10,-7,-6,10,-7,11,-7,1,4
Cn1c(=O)[nH]c(=O)c2c1nc(N(CCO)Cc1ccccc1)n2Cc1ccccc1Cl,4,-18,-20,-4,4,18,3,-12,-20,1,9
CCc1ccc(NC(=O)c2onc(C)c2Cl)cc1,-48,14,4,-13,-45,-198,-97,-120,38,1,-262
CN(NS(=O)(=O)c1cccs1)c1ncc(C(F)(F)F)cc1Cl,-6,4,4,-4,-2,0,17,-25,14,-1,24
CCN1C(=O)[C@@H]2[C@@H](c3ccc(-c4ccc(Cl)c(Cl)c4)c(OC)c3)N3CCCC[C@@]3(C(=O)OC)[C@@H]2C1=O,-3,6,0,28,8,26,-2,4,-11,3,17
O=C(Cc1cccs1)N1CCN(S(=O)(=O)c2cc(Cl)ccc2Cl)CC1,2,-1,-18,12,2,9,1,1,17,4,9
O=S(=O)(c1ccccc1)N1CCN=C1SCc1cccc(Cl)c1,7,-14,-15,22,11,31,19,-15,-10,-1,14
Cc1ccc(Cn2c(C3CCCN3c3nc(-c4ccc(F)cc4)cs3)nc3cc(Cl)c(Cl)cc32)cc1 (stereo not given),20,17,-6,-14,10,1,5,3,21,-3,10
O=C(Nc1ccc(Cl)c(C(F)(F)F)c1)c1ccncc1,7,13,-6,-45,0,-18,11,3,9,-2,-25
CN(Cc1ccccc1)S(=O)(=O)c1ccc(Cl)c(C(=O)NCCCN2CCCC2=O)c1,-5,11,7,1,37,11,1,2,-10,x,15

# Assay outcomes as filed in PubChem.
